# BAP1 inh: human BAP1 deubiquitinase inhibition. actives 0.48% (n = 72,000). AID 436. recombinant BAP1, Ub-AMC hydrolysis fluorescence kinetic; stronger effect = lower value. activity remaining (% of control), % at 20 µM;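 active = activity remaining at or below 50% of control, provided the compound also passes the data quality filters; inactive = the rest, including low values that fail the filters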;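 note: 100% = DMSO wells rate and 0% = substrate alone blank rate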
# Target sequence (Q92560 whole entry, looked up): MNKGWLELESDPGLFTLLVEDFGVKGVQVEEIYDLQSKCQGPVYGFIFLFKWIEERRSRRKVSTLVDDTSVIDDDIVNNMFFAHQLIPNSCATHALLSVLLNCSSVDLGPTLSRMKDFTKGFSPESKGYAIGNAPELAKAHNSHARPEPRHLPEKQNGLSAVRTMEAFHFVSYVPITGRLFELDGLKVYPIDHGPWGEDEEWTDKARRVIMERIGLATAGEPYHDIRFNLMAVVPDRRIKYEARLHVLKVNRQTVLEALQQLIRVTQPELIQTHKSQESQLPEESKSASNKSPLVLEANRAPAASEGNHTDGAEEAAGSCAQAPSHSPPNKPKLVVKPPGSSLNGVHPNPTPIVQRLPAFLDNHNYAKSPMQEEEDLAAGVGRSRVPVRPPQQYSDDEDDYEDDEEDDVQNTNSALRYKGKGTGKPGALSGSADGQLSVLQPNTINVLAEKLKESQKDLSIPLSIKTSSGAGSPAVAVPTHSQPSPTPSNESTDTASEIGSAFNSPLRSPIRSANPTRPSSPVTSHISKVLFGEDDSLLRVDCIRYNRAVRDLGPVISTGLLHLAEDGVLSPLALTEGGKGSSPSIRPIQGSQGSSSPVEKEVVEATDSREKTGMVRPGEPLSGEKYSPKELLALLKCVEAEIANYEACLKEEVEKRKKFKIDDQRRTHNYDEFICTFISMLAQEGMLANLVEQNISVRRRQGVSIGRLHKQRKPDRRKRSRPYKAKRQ
# HePTP inhibitor: human HePTP phosphatase inhibition; inhibition, % at 20 µM; recombinant HePTP phosphatase activity, OD absorbance; actives 0.64% (n = 110,000); P35236; in the data active = inhibition above about 50%;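 note: plate controls were vehicle for no effect and reference inhibitor for full effect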
# Target sequence (P35236 whole entry, looked up): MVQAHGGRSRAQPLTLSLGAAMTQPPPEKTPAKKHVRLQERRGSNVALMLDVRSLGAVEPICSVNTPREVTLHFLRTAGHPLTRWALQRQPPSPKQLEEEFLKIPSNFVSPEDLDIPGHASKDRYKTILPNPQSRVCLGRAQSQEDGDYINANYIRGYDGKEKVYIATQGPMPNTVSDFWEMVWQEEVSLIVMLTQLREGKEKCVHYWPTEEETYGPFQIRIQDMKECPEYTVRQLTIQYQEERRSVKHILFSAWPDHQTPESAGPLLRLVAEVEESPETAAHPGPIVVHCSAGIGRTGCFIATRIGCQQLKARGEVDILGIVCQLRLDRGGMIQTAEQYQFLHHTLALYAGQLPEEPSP
# * = called active by the depositor; x = not tested or not shown; & = joins results of further samples. Rows were taken by chance, and some 0.95% of all compounds hit somewhere here.
SMILES | BAP1 inh | HePTP inhibitor
CC(=O)OC1CCC(OC(C)=O)c2c1n([O-])c(C)c(C)[n+]2=O (stereo not given) | 107.0 | -5.6
CCOC(=O)N1CCC(NC(=O)C2CCN(C(=O)N3CC(C)Oc4ccc(C)cc43)CC2)CC1 (stereo not given) | 120.2 | 1.4
O=C1/C(=C/c2ccc3c(c2)OCO3)SC(=NCc2ccccc2)N1Cc1ccccc1 | x | 2.0
CCN1C(=S)SC(=O)C1=C1C=C(C)OC(C)=C1 | x | 1.2
COCCOC(=O)c1c(C)oc2ccc(OC(=O)c3c(OC)cccc3OC)cc12 | 82.1 | -2.5
O=C1C2C3C=CC(C3=C(c3ccccc3)c3ccccc3)C2C(=O)N1c1cc(C(F)(F)F)ccc1Cl (stereo not given) | x | 9.9
CCN1CCN(C(=O)c2cc3c(s2)-c2ccccc2S(=O)(=O)C3)CC1 | 103.8 | 0.4
Cc1nn(C(=O)CCCC(=O)n2nc(C)c(Cl)c2C)c(C)c1Cl | 64.6 | 4.0
Cc1csc(SCCn2c(Br)nc3c2c(=O)[nH]c(=O)n3C)n1 | 111.2 | 1.0
CC(C)CCNc1nc2c(c(=O)n(Cc3cccc(F)c3)c(=O)n2C)n1C | 102.0 | 9.7
CCOc1ccc(C2=Nn3c(nnc3-c3ccccc3)SC2)cc1Cl | x | -7.0
CC(NC(=O)/C(=C\c1ccc2c(c1)c1ccccc1n2C)NC(=O)c1ccccc1)c1ccccc1 (stereo not given) | x | 1.6
c1ccc2cc(OCCCCN3CCCCC3)ccc2c1 | x | -1.2
CCN(CC)c1ccc(/C=C2N=C(/C=C/c3ccccc3)OC/2=O)cc1 | x | 4.1
O=C(N/N=C/c1cc([N+](=O)[O-])ccc1Cl)Nc1ccccc1 | x | -1.2
O=C1NC2C(NC(=O)N2C2CCCCC2)N1C1CCCCC1 (stereo not given) | 106.8 | 9.4
COC(=O)C1=C(C)NC2=C(C(=O)CC(c3cccs3)C2)C1c1ccsc1 (stereo not given) | x | 7.9&-5.5
CCOc1ccc(NC(=O)c2oc3ccccc3c2NC(=O)C(C)C)cc1 | 122.7 | 6.0
Cc1nc2cc(-c3cccc(F)c3)[nH]n2c(=O)c1C | x | 2.2
COc1ccc(-n2nc3c(c2NC(=O)COc2ccccc2)CSC3)cc1 | 102.4 | x

# Structural class: the entries above with an aryl methoxy group
SMILES | BAP1 inh | HePTP inhibitor
COCCOC(=O)c1c(C)oc2ccc(OC(=O)c3c(OC)cccc3OC)cc12 | 82.1 | -2.5
COc1ccc(-n2nc3c(c2NC(=O)COc2ccccc2)CSC3)cc1 | 102.4 | x

# (list continues)
SMILES | BAP1 inh | HePTP inhibitor
CC1CCCCN1C(=O)c1ccccc1NC(=O)c1ccco1 (stereo not given) | x | 6.2
Cc1nc(NC2=NCN(Cc3ccccc3)CN2)nc2ccccc12 | 108.0 | -3.4
C/C=C(\C)c1nnc(NC(=O)c2ccco2)s1 | 52.1 | 4.2
Cc1ccc(C(=O)Nc2nc3ccc(S(C)(=O)=O)cc3s2)s1 | 99.6 | 1.4
Cc1cc(OCC(=O)Nc2cccc(Cl)c2Cl)ccc1Br | x | -7.4
Cc1ccc(C(=O)Nc2ccc(S(=O)(=O)N3CCC(C)CC3)cc2)cc1 | x | -11.1
O=C(Nc1ccccc1S)c1cc2c(ccc3ccccc32)oc1=O | x | 2.7
CCC(C)N1C(=O)C(=O)N(C2CCCCC2)C1=O (stereo not given) | x | -3.2
S=c1oc(COc2ccc(Cl)cc2Cl)nn1CN1CCCCC1 | x | -11.0
CC(=O)Nc1cccc(C(=O)/C=C/c2ccc(/C=C/C(=O)c3cccc(NC(C)=O)c3)cc2)c1 | x | -6.3
COc1cc(CCC(=O)N2CCN(S(=O)(=O)c3ccc(C)c(C)c3)CC2)cc(OC)c1OC | 145.3 | 2.2
O=C(NC1CCCCC1)O/N=C\c1ccc(Br)cc1 | x | -1.0
CC(=O)NC(NCc1cccnc1)C(Cl)(Cl)Cl (stereo not given) | x | -10.4
CCn1c(SCc2ccc(C#N)cc2)nnc1-c1ccc(S(=O)(=O)N2CCCCC2)cc1 | 96.3 | 7.7
CCNC(=O)C1CN(S(=O)(=O)c2ccccc2)CCN1S(=O)(=O)c1ccccc1 (stereo not given) | 101.8 | 1.3
COC(=O)/C(=C(/C)c1ccccc1)[N+](=O)[O-] | x | -3.3
CC(C)CNC(=O)C(=O)Nc1cccc(Cl)c1Cl | x | 1.4
CSc1nc2sc3c(c2c(=O)n1C)CCCC3 | 84.0 | -6.9
CC(C)Cn1c(N2CCN(C(=O)c3cccs3)CC2)nc2ccccc21 | 100.5 | 3.0
COC(=O)Cn1cc(C(=O)c2ccco2)c2ccccc21 | 90.5 | -9.1

# Continued; it opens with the 4 that closed the last part.
SMILES | BAP1 inh | HePTP inhibitor
CC(C)CNC(=O)C(=O)Nc1cccc(Cl)c1Cl | x | 1.4
CSc1nc2sc3c(c2c(=O)n1C)CCCC3 | 84.0 | -6.9
CC(C)Cn1c(N2CCN(C(=O)c3cccs3)CC2)nc2ccccc21 | 100.5 | 3.0
COC(=O)Cn1cc(C(=O)c2ccco2)c2ccccc21 | 90.5 | -9.1
O=C(Nc1ccc(Cl)cc1)/C(=C\c1ccccc1Cl)NC(=O)c1ccccc1 | x | -11.5
COc1ccc(C(=O)N2CCCC2)cc1S(=O)(=O)N1CCC(C)CC1 | 96.7 | 0.0
Cc1oc(CC(C)C)cc1C(=O)Nc1ccc(C(=O)O)cc1 | 106.5 | 1.1
O=C(N1CCOCC1)N1CCN(C(=O)N(c2ccccc2)c2ccccc2)CC1 | 67.0 | -2.4
Nc1nnc(SCC(=O)Nc2nnc(SCC(=O)Nc3ccccc3)s2)s1 | x | 7.8
Cc1ccc(S(=O)(=O)Nc2ccc(S(=O)(=O)Nc3ncccn3)cc2)cc1 | 94.5 | -4.6
O=C(O)c1ccc(/C=C2\SC(=S)N(C(Cc3ccccc3)C(=O)O)C2=O)cc1 (stereo not given) | x | 5.9
CC(=O)c1c(C)nc(C)nc1NC(=O)Cc1ccccc1 | 57.0 | 10.2&3.9
Cn1c(-c2ccc(Cl)cc2Cl)n[nH]c1=S | x | 7.2
O=C1c2oc3ccc(Cl)cc3c(=O)c2C(c2ccccn2)N1CCCN1CCOCC1 (stereo not given) | 84.7 | -5.5
O=C(Nc1ccc(Cl)cc1F)c1ccc(COc2c(F)c(F)c(F)c(F)c2F)o1 | 57.3 | 3.8
O=C(COc1ccccc1Cl)N1CCN(c2ncccn2)CC1 | 85.9 | -3.4
CCOP(=O)(Cc1cc(C(C)(C)C)c(O)c(C(C)(C)C)c1)OCC | 85.5 | x
COc1cc(NC(=O)c2ccccc2)c(Cl)cc1NC(=O)c1cc2ccccc2cc1OC | x | 7.5
O=C(CN(Cc1ccccc1)Oc1ccccc1)N/N=C/c1ccc(Cl)c(Cl)c1 | x | 1.2
O=C(NCCCN1CCOCC1)c1ccco1 | 94.9 | -8.0
Cc1cccc(OCCCn2ccnc2)c1 | 92.6 | -10.1&-11.3
Nc1ncnc2nc(SCCN3CCCCC3)[nH]c12 | 155.9 | 8.6
COc1ccc2c(c1)CC/C(=C\c1cccc(F)c1)C2=O | x | -10.6
CC1=C(C(=O)N(C)CCC#N)C2(CCCCC2)OC1=O | 90.5 | -3.4
COc1cc(N/N=C/c2cc(Br)ccc2O)ncn1 | x | -4.0
CCc1ccccc1N1CCN(S(=O)(=O)c2cc(OC)ccc2OC)CC1 | 56.2 | 2.6
COc1ccc2c(c1)-c1c(ssc1=S)C(C)(C)N2C(=O)C(C)N1C(=O)c2ccccc2C1=O (stereo not given) | x | 5.9
C=CCOc1ccc(C2C(C(=O)c3ccco3)=C(O)C(=O)N2CCCN(CC)CC)cc1 (stereo not given) | 125.2 | 7.6
CCOc1ccc(NC(=O)c2ccc3c(c2)N(Cc2ccc(F)cc2)C(=O)CS3=O)cc1 (stereo not given) | 99.7 | 7.5
CCOc1ccccc1NC(=O)c1ccc(C)c([N+](=O)[O-])c1 | x | 7.7
O=C(CCCN1C(=O)/C(=C\c2cccs2)SC1=S)Nc1ccccc1O | x | 5.3
O=C(CCCc1nc(-c2ccc(Cl)cc2)no1)N1CCOCC1 | 97.6 | 9.3
CCn1c(SCC(=O)N2CCOCC2)nc2c(c1=O)SC(C)C2 (stereo not given) | 91.2 | -3.6
Fc1c(F)c(C(F)(F)F)c(F)c(F)c1N1CCN(c2ccc3nnc(C(F)(F)F)n3n2)CC1 | 60.5 | 4.5&-5.9

# 2 compounds picked at random from the list so far:
SMILES | BAP1 inh | HePTP inhibitor
O=C(N1CCOCC1)N1CCN(C(=O)N(c2ccccc2)c2ccccc2)CC1 | 67.0 | -2.4
CC(=O)OC1CCC(OC(C)=O)c2c1n([O-])c(C)c(C)[n+]2=O (stereo not given) | 107.0 | -5.6

# Going on with the list.
SMILES | BAP1 inh | HePTP inhibitor
O=C(c1cc2n(n1)C(C(F)(F)F)CC(c1ccc(F)cc1)N2)N1CCCC1 (stereo not given) | 100.5 | 5.1&15.9
COC(=O)c1cc(OC)c(OC)c(OC)c1NC(=O)c1ccc(S(=O)(=O)N(C)C)cc1 | 129.3 | 0.6
Cc1ccc(C(=O)Nc2cccc(-c3nc4ccccc4s3)c2)cc1 | 69.2 | x
CCCN(CCC)CCCNC(=O)CC(C(=O)N1CCc2ccccc21)n1ccnc1 (stereo not given) | 106.8 | -6.8
Cc1cc(C)n2nc(C(=O)OCC(=O)c3cc(C)n(C)c3C)nc2n1 | 113.8 | 24.6
COCCOC(=O)C1=C(C)N=C2SCCC(=O)N2C1c1ccc(OC(=O)c2ccco2)cc1 (stereo not given) | x | -0.1
COc1cc(NC(=O)Nc2cccc(Cl)c2)c(OC)cc1NC(=O)CN1CCCCC1 | 72.7 | 6.7
CCCn1c(C)cc(C(=O)CSc2nnc3n(CCC)c(=O)c4ccccc4n23)c1C | 98.5 | 12.2
O=C(c1cccc(F)c1)N1CCN(Cc2ccco2)CC1 | 97.6 | -6.8
O=c1cc(CNC2CCCCC2)c2ccccc2[nH]1 | 89.4 | -5.8
COC(=O)C1=C(C)NC(=O)NC1c1ccc(C(C)C)cc1 (stereo not given) | x | 3.3
COc1ccc(C2/C(=C(/O)c3ccccc3)C(=O)C(=O)N2c2cccc(C)c2)c(OC)c1 (stereo not given) | x | -9.0
Cc1ccc(NC(=O)c2c(NC(=O)c3ccccc3Cl)sc3c2CCCCC3)c(C)c1 | x | 4.9
Cc1cc(NC(=O)CSCCc2ccncc2)no1 | 94.3 | 3.9
CC1CCc2c(sc(NC(=O)c3ccc(Cn4cc(Br)cn4)o3)c2C(N)=O)C1 (stereo not given) | x | -14.9
COc1cc(/C=C2\C(=O)NC(=O)N(c3cc(C)cc(C)c3)C2=O)cc([N+](=O)[O-])c1O | x | 7.0
O=C(CC(c1ccccc1)c1ccccc1)Nc1ncccc1Cl | x | -3.9
OC(Cn1nnc2ccccc21)Cn1c(C(F)(F)F)nc2ccccc21 (stereo not given) | 102.6 | 12.1
O=C(CSCc1ccccc1)Nc1cccc2c1C(=O)N(c1ccccc1)C2=O | x | 7.3
COc1ccccc1CNC(=O)Cn1cc2c(n1)CCCC2 | 90.8 | 4.1
COC(=O)c1cc2c([nH]c3ccccc32)c(C)n1 | x | 8.8
CC1=C(C(=O)OC2CCCC2)C(c2ccc(N(C)C)cc2)C2=C(CC(C)(C)CC2=O)N1 (stereo not given) | 146.4 | x
CC(C)P(=O)(c1cccc(C(=O)O)c1)C(C)C | x | 7.8
COc1ccc(OC)c(CNC(=O)C2CCN(C(=O)N(C)C)CC2)c1 | 90.9 | -0.1
COc1ccc(Br)cc1CN1CCN(Cc2ccccn2)CC1 | x | 10.3
NS(=O)(=O)c1ccc(S(=O)(=O)NCCc2ccccc2)cc1 | 101.2 | 3.5
N#Cc1c(-c2ccc(Br)cc2)cc(-c2ccc3c(c2)OCO3)c(C#N)c1N | x | 9.7
CCCOc1ccc2oc(=O)c3c(c2c1)CCCN3C(=O)CN1CCCC(C(=O)OCC)C1 (stereo not given) | 81.0 | 5.9
CCC1CCCCN1S(=O)(=O)c1ccc(Cl)c([N+](=O)[O-])c1 (stereo not given) | x | -1.6
COc1ccc(OC)c(N/C(=N\c2nc(C)cc(C)n2)NC(=O)c2ccco2)c1 | 105.1 | 7.5
COc1ccc(N(CC(=O)NC2CCCCC2)S(=O)(=O)c2ccccc2)cc1Cl | x | 5.1
CC(=O)CC(c1ccccc1)S(=O)(=O)c1cccc(C)c1 (stereo not given) | x | 7.5
COc1ccc(Cl)cc1NC(=O)C1=C(C)NC(=S)NC1c1ccccc1F (stereo not given) | 71.3 | 7.2
CCN(CC)CCCCOc1cc(C)ccc1Cl | x | 5.8
COC(=O)C1=NN(C(=O)c2ccc([N+](=O)[O-])cc2)C(O)(c2ccccc2)C1 (stereo not given) | x | 3.6
Cc1cccc(C)c1NC(=O)Nc1cccs1 | 95.7 | 0.4
C#CCOc1nc(Nc2ccc([N+](=O)[O-])cc2)nc(OCC#C)n1 | x | 1.3
Cc1cc2[nH]c(=O)c(CCO)c(C)n2n1 | x | 5.5
Cc1cccc(C)c1OCC(O)Cn1ccnc1C (stereo not given) | 78.6 | -14.9
CCOC(=O)c1cccc(C(=O)Nc2ccccc2[N+](=O)[O-])n1 | 74.0 | x
O=C(/C(=C/c1ccccc1[N+](=O)[O-])c1nc2ccccc2[nH]1)c1ccccc1 | x | 3.5
C=CCN1C(=O)C(O)(CC(=O)c2ccc(-n3cccc3)cc2)c2ccccc21 (stereo not given) | x | 8.5
Cc1cc(N(CCO)CCO)nc(-n2nc(C)cc2C)n1 | x | 1.4
Cc1ccc(NC(=O)COc2ccc(C(C)(C)C)cc2)c([N+](=O)[O-])c1 | x | 1.0
CCOC(=O)C(=CNc1ccc(Cl)cc1C)C(=O)OCC | x | -3.1
COc1ccc(NC(=O)C(=O)NCCO)cc1Cl | x | -4.6
C[N+](C)(C)CCNC(=O)c1c(O)c2c([nH]c1=O)CCCC2 | 93.6 | -2.3

# Bioassay records from PubChem BioAssay.
